From PubChem BioAssay
Hck Nef HTS – blocks Nef-activated human Hck kinase | Recombinant Hck-YEEI plus Nef, Z-Lyte FRET kinase assay | inhibition, % at 20 µM | actives 0.68% (n = 220,000);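 active = Hck-Nef kinase inhibition above about 50%, limit read from the data; inactive = inhibition below that limit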;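 also: 0% = DMSO with Hck plus Nef and 100% = Hck alone without Nef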
Target sequence (P08631 whole entry, looked up): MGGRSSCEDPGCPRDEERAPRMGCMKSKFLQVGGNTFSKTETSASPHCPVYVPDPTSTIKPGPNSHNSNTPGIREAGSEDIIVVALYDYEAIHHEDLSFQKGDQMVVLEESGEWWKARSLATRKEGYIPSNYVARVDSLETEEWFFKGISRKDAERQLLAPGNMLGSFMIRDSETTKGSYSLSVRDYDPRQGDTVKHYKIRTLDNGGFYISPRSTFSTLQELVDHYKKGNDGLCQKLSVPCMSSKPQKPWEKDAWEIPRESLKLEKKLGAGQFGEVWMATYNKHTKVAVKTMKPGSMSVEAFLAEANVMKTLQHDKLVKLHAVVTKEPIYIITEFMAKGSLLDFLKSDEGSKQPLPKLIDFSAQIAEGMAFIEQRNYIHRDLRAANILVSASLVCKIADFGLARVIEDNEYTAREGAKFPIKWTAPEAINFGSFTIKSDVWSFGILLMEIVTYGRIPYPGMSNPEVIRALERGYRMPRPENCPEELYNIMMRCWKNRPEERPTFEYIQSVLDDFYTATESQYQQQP
FXIa inh 1536 – blocks human coagulation factor XIa protease activity | purified FXIa, Boc-Glu-Ala-Arg-AMC fluorogenic substrate | actives 0.14% (n = 220,000) | P03951 | inhibition, % at 5 µM;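 active = inhibition of at least 40%; inactive = inhibition below 40%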;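 also: fluorescence of freed AMC excited at 355 nm; 0% = enzyme without compound and 100% = no enzyme blank; many of its hits are not listed in these tables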
KCC2 mod – modulates chloride dependent transport by human KCC2. actives 2.2% (n = 190,000). KCC2 cells, thallium flux FluoZin-2 fluorescence. B-score of Tl+ flux slope (higher = more flux/activation; lower = inhibition) at 10 µM;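 active = thallium flux slope and its plate-corrected score both differing from the plate sample mean at a set confidence after two filtering rounds, in either direction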;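 also: slope of fluorescence scaled to starting intensity during 10 to 20 s after thallium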
FXIIa inh 1536 – inhibitors of human coagulation factor XIIa; actives 0.3% (n = 220,000); purified FXIIa, Boc-QGR-AMC fluorogenic substrate, 2 h; AID 800; P00748; inhibition, % at 5 µM; in the data active = inhibition above about 40%;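 also: 0% = enzyme with no compound and 100% = blank without enzyme; many of its hits are not listed in these tables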
TNF necrop inh – blocks TNF-alpha induced death of Jurkat FADD-/- cells; Jurkat FADD-/- TNF necroptosis rescue, ATP luminescence, 24 h; 0 = TNF only, 100 = no-TNF cells; activation (protection from cell death), % at 10 µM; actives 0.068% (n = 220,000); AID 463075;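 active = activation, meaning protection from cell death, of at least 50% relative to plate controls; inactive = activation below 50%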;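 also: necroptosis triggered by 40 ng/mL TNF-alpha added together with compound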
hK5 inh – kallikrein 5 (human) inhibition; Q9Y337; recombinant hK5, fluorogenic AMC substrate cleavage; inhibition, % at 5 µM; actives 0.59% (n = 210,000);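 active = inhibition of 40% or more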;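 also: 0% = enzyme controls without compound and 100% = no-enzyme blanks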
Target sequence (Q9Y337 67-293 limits assumed): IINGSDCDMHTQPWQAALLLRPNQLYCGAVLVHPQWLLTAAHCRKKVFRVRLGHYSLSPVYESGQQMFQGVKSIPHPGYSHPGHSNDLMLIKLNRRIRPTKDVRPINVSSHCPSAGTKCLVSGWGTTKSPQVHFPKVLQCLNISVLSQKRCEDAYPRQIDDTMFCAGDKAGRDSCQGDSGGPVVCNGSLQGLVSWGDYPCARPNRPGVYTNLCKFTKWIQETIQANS
Rad51 HR inh – blocks human Rad51 in homologous recombination; Q06609; hRad51 DNA strand exchange, fluorescence dequenching; inhibition, % at 10 µM; actives 0.085% (n = 200,000);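 active = inhibition above 40% at the single screening dose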;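 also: 0% = DMSO control wells and 100% = blanks with heterologous ssDNA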
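Material: Human Rad51 nucleoprotein filaments preassembled on unlabelled ssDNA | Also added: Labelled 47-mer dsDNA for strand exchange | Dosing: Single dose, 10 µM final compound | Schedule: 30-min compound preincubation and 15-min exchange, both room temperature | Technique: Fluorescence dequenching at 485/520 nm | Measure: Percent inhibition relative to plate controls and blanks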
thrombin 1536 – thrombin (human) inhibition. AID 1046. actives 0.26% (n = 220,000). inhibition, % at 5 µM. alpha-thrombin, Boc-VPR-AMC fluorogenic substrate cleavage. P00734;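 active = inhibition at or above 40%; inactive = inhibition below 40%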;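 also: 0% = enzyme with no compound and 100% = wells without enzyme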
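System – human alpha-thrombin · Medium – pH 7.5 Tris (50 mM) with NaCl 150 mM, Tween 20 0.05% · Compound – single-point dosing at 5 µM, 0.2% DMSO · Incubation – enzyme reaction carried out at room temperature · Technique – fluorescence of released AMC, ex 355 nm, em 460 nm · Read-out basis – % inhibition of thrombin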
L929 necroptosis – L929 zVAD cell death inhibition | L929 zVAD necroptosis rescue, ATP luminescence, 24 h; with zVAD 60 µM | viability rescue, % at 10 µM | actives 0.38% (n = 220,000);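 active = activation, scaled between plate controls, above about 75%, limit read from the data; inactive = activation under that limit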;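 also: 0% = zVAD with DMSO and 100% = DMSO alone without zVAD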
Active calls of the source: *; x = no result given. This is a subset. The share of hits here may be higher or lower than overall.

SMILES	Hck Nef HTS	FXIa inh 1536	KCC2 mod	FXIIa inh 1536	TNF necrop inh	hK5 inh	Rad51 HR inh	thrombin 1536	L929 necroptosis
Cn1c(=O)c2cc3c(nc2n(C)c1=O)CC(c1ccccc1)CC3=O (stereo unspecified)	-4	-9	0.44	-1	-3.7	-7	23	-6	0.2
O=C1CCC(=O)N1CNc1cccnc1	-3	1	0.88	13	1.0	-5	3	7	0.3
CN1CCN(C(CNS(=O)(=O)c2cccs2)c2cccnc2)CC1 (stereo unspecified)	4	2	0.53	12	-0.6	4	-1	2	0.1
CCCC1OC23CCCCC2C(C#N)(C#N)C1(C#N)C(=N)O3 (stereo unspecified)	0	9	0.078	5	-2.0	12	-29	38	0.3
Cc1nnc(SCCn2c(N3CCN(Cc4ccccc4)CC3)nc3c2c(=O)[nH]c(=O)n3C)s1	-1	3	x	18	-0.6	4	-1	6	-0.6
Nc1n[nH]c(=S)n1-c1ccc(Cl)cc1	-5	-11	-1.7	2	-0.8	-4	11	-7	1.4
NC(=O)CSc1n[nH]c(-c2ccco2)n1	17	-4	x	2	1.8	-4	-4	-6	0.2
Cn1c(SCC(=O)Nc2cc(Cl)cc(Cl)c2)nnc1-c1ccc2nonc2c1	20	-2	1.1	5	-5.2	-2	-4	-3	-0.5
CC(C)(C)c1ccccc1N=Cc1ccc2ccccc2n1	1	5	0.45	13	-4.3	-11	4	-5	0.8
CCOc1ccc(NC(=O)CCn2c(=O)[nH]c3ccsc3c2=O)cc1	4	-4	-0.86	6	1.2	-2	-10	-2	-0.1
CCc1nc2sc(C(=O)O)c(N)c2c2c1CCCC2	11	-6	-0.73	0	0.9	-9	-9	-7	0.0
CCN(Cc1ccccc1)S(=O)(=O)c1ccc(C(=O)Nc2nnc(-c3ccccc3OC)o2)cc1	5	4	1.2	12	-3.9	-251	x	2	0.1
CC(=O)Nc1ccc(NC(=O)COC(=O)c2c(C)nn(-c3ccccc3)c2C)cc1	7	2	-0.95	9	6.4	-16	-1	-2	2.5
CCCCn1[nH]c(-c2ccccc2)cc1=O	4	8	0.16	10	1.9	-9	11	0	0.9
CC(C)(O)C#Cc1ccc(C(=O)N2CCN(c3ccc(F)cc3)CC2)cc1	20	-4	0.59	4	0.7	-1	-10	6	0.8
O=C(NC(c1ccccc1)c1ccccc1)N1CCN(CCO)CC1	2	2	-0.29	18	1.9	-25	-2	3	0.8
CCc1cc2c(=O)n(C(C)C(=O)OC3CCCCC3)cnc2s1 (stereo unspecified)	5	11	-0.084	-3	1.3	-6	-1	-5	0.5
COC(=O)c1ccc2c(c1)SC1=C(CCCC1=O)N2	-1	-4	x	9	-1.9	-8	1	0	0.2
Cc1ccc(NC(=O)C2CCCN2C(=O)Oc2ccccc2)cc1C (stereo unspecified)	3	-1	0.55	9	0.4	-9	0	-6	0.6
O=C1/C(=C/c2cccnc2)SC(=S)N1CC1CCCO1 (stereo unspecified)	12	-9	0.3	6	-16	-14	1	-19	-1.7

Grouped by structure: the compounds so far containing an NH in an aromatic ring
SMILES	Hck Nef HTS	FXIa inh 1536	KCC2 mod	FXIIa inh 1536	TNF necrop inh	hK5 inh	Rad51 HR inh	thrombin 1536	L929 necroptosis
Cc1nnc(SCCn2c(N3CCN(Cc4ccccc4)CC3)nc3c2c(=O)[nH]c(=O)n3C)s1	-1	3	x	18	-0.6	4	-1	6	-0.6
Nc1n[nH]c(=S)n1-c1ccc(Cl)cc1	-5	-11	-1.7	2	-0.8	-4	11	-7	1.4
NC(=O)CSc1n[nH]c(-c2ccco2)n1	17	-4	x	2	1.8	-4	-4	-6	0.2
CCOc1ccc(NC(=O)CCn2c(=O)[nH]c3ccsc3c2=O)cc1	4	-4	-0.86	6	1.2	-2	-10	-2	-0.1
CCCCn1[nH]c(-c2ccccc2)cc1=O	4	8	0.16	10	1.9	-9	11	0	0.9

(listing goes on)
SMILES	Hck Nef HTS	FXIa inh 1536	KCC2 mod	FXIIa inh 1536	TNF necrop inh	hK5 inh	Rad51 HR inh	thrombin 1536	L929 necroptosis
CC(C)c1nc(NCCN2CCOCC2)c(C#N)c2c1COC(C)(C)C2	2	2	x	16	-0.9	-8	4	1	0.4
CCn1ncc(C2=NOC(C(=O)NCC(C)C)C2)c1C (stereo unspecified)	1	-8	x	-24	-1.1	1	8	-9	0.3
Cc1ccc(/C(O)=C/c2nc3ccccc3oc2=O)cc1	16	-3	-0.5	3	17	-1	-241	-3	77*
Cc1cc(SCC(=O)Nc2cccc(S(=O)(=O)NC3=NCCCCC3)c2)c(C)cc1Br	-36	5	0.2	6	-0.7	-5	x	2	0.0
CCN(CC)c1nc2cc(C)ccc2cc1/C=C(\C#N)C(N)=O	-25	-5	-0.53	-1	-0.4	-5	-45	-10	9.3
CN(C(=O)Cn1cccc1C1=NC(c2ccccc2)CO1)c1ccccc1 (stereo unspecified)	15	-2	-0.29	14	-0.4	-2	18	-4	-1.6
O=C(O)CCN(Cc1ccccc1)S(=O)(=O)c1ccc(Cl)cc1F	25	3	-5.2	10	0.8	-5	-26	-15	1.8
Cc1ccnc(SCc2cc(=O)c(OC(=O)c3ccc(Cl)c([N+](=O)[O-])c3)co2)n1	5	5	-2.6	6	0.4	-19	-11	-4	0.1
COc1ccccc1-c1nnc(SCC(=O)NCc2c(C)c(Cl)cc(C(C)C)c2O)o1	0	0	0.31	5	1.2	-25	x	-8	0.4
CCN(CCO)Cc1csc2cccc(Br)c12	1	6	0.15	16	-0.5	-15	x	2	0.0
COc1ccc(/C=C/C(=O)OCC(=O)c2c(N)n(C)c(=O)n(C)c2=O)cc1	1	6	x	12	-0.1	-2	0	-7	0.3
O=S(=O)(CC(O)COc1ccccc1Cl)c1ccccc1 (stereo unspecified)	-2	2	-0.94	15	-3.0	18	-9	4	-0.2
CCCN(CC(=O)Nc1ccc(F)c(F)c1F)Cc1cc(=O)n2ccsc2n1	23	2	-1	8	-1.9	0	8	-2	0.6
CC(C)C(=O)NC(c1ccccc1)c1cc([N+](=O)[O-])c2cccnc2c1O (stereo unspecified)	2	7	0.24	17	-4.5	-85	5	1	0.2
CCCC(=O)Nc1nc(-c2ccc3c(c2)OCCO3)cs1	23	5	-0.7	15	-0.2	-15	3	-2	22
COc1ccc(N2CCN(Cc3cc(OC)c(O)c([N+](=O)[O-])c3)CC2)cc1	0	-3	0.053	2	1.8	-2	x	13	0.9
CCC(Oc1cc(Cl)ccc1Cl)C(=O)NN1C(=O)C2C3CCC(C3=C(C)C)C2C1=O (stereo unspecified)	3	-7	0.72	-9	0.3	11	1	-4	-0.8
CC(C(=O)O)n1c(C(F)(F)F)nc2ccccc21 (stereo unspecified)	2	-4	x	-1	1.1	2	-5	-5	-0.4
ClCC1NCC(c2ccccc2Cl)c2c1[nH]c1ccccc21 (stereo unspecified)	23	-5	-0.32	4	-1.1	-2	-17	8	-0.5
COc1ccc(N2CCN(Cc3cc(=O)oc4cc(C)c(Cl)cc34)CC2)cc1	42	-1	-0.029	-2	0.4	-8	-5	-2	1.9
Cc1cc(C=O)c(C)n1-c1sc2c(c1C(=O)O)CCCC2	2	0	-0.56	5	0.8	-19	3	-3	0.1
Cc1ccc(Cl)c(NC(=O)CN(C)CC(=O)Nc2ccc(F)c(F)c2F)c1Cl	21	-2	-0.2	8	2.1	-10	3	-5	5.2
Cc1ccc(C(=O)N/N=C/c2cccc(OC(=O)/C=C/c3ccco3)c2)cn1	17	-3	-0.23	6	-0.4	-1	-29	31	0.4
COc1ccc2[nH]c(=O)c(CN(C(=O)COc3ccccc3)C(C)C)cc2c1	-1	17	0.22	28	-1.2	-4	10	0	3.7
Cc1nn(C)c(Oc2ccccc2)c1CCNS(=O)(=O)c1ccc(F)cc1	2	-8	0.063	1	-4.9	-14	-1	-6	0.0
Cc1ccc2c(CN3CCN(S(=O)(=O)c4ccc5c(c4)OCCO5)CC3)cc(=O)oc2c1C	2	-4	-0.018	0	-8.3	-6	-7	-3	2.4
Nc1ccc2nc(CN3CCOCC3)[nH]c2c1	2	8	-0.5	10	0.6	-6	x	3	0.1
CCOc1ccc(-c2ccc(/C=C3/C(=N)N4C(C)=CSC4=NC3=O)o2)c([N+](=O)[O-])c1	18	-2	3	-1	2.6	-27	x	-9	1.7
Cc1cc(=O)oc2cc(OCC(=O)OCC(=O)Nc3c(C)n(C)n(-c4ccccc4)c3=O)ccc12	26	-2	-1.4	-7	1.3	-8	1	-9	6.2
COC(=O)C1(CCSC)NC(c2ccccc2F)C2C(=O)N(c3ccc4c(c3)OCCO4)C(=O)C21 (stereo unspecified)	25	12	0.69	11	-0.2	10	-3	-1	-0.7

Four entries from above, ordered by molar mass, descending:
SMILES	Hck Nef HTS	FXIa inh 1536	KCC2 mod	FXIIa inh 1536	TNF necrop inh	hK5 inh	Rad51 HR inh	thrombin 1536	L929 necroptosis
Cc1ccc(Cl)c(NC(=O)CN(C)CC(=O)Nc2ccc(F)c(F)c2F)c1Cl	21	-2	-0.2	8	2.1	-10	3	-5	5.2
COc1ccc2[nH]c(=O)c(CN(C(=O)COc3ccccc3)C(C)C)cc2c1	-1	17	0.22	28	-1.2	-4	10	0	3.7
Cc1ccc(C(=O)N/N=C/c2cccc(OC(=O)/C=C/c3ccco3)c2)cn1	17	-3	-0.23	6	-0.4	-1	-29	31	0.4
Cc1cc(C=O)c(C)n1-c1sc2c(c1C(=O)O)CCCC2	2	0	-0.56	5	0.8	-19	3	-3	0.1

An excerpt from above in order of their number in thrombin 1536, descending.
molecule,Hck Nef HTS,FXIa inh 1536,KCC2 mod,FXIIa inh 1536,hK5 inh,Rad51 HR inh,thrombin 1536
Nc1ccc2nc(CN3CCOCC3)[nH]c2c1,2,8,-0.5,10,-6,x,3
COc1ccc2[nH]c(=O)c(CN(C(=O)COc3ccccc3)C(C)C)cc2c1,-1,17,0.22,28,-4,10,0
COC(=O)C1(CCSC)NC(c2ccccc2F)C2C(=O)N(c3ccc4c(c3)OCCO4)C(=O)C21 (stereo unspecified),25,12,0.69,11,10,-3,-1

Next part.
SMILES	Hck Nef HTS	FXIa inh 1536	KCC2 mod	FXIIa inh 1536	TNF necrop inh	hK5 inh	Rad51 HR inh	thrombin 1536	L929 necroptosis
COc1ccccc1C(=O)NCC1CCN(c2ccc(S(=O)(=O)N3CCOCC3)cc2)CC1	-2	5	1.3	9	-0.9	-13	-7	2	-0.2
CCSc1cc(N2CC(C)OC(C)C2)nc(-c2ccccc2Cl)n1 (stereo unspecified)	5	-7	0.97	4	-1.0	-1	-3	-6	0.0
O=C(Nc1ccccc1)N1CCN(CCc2ccccc2)CC1	-8	0	0.26	x	0.7	1	-1	1	1.1
CC1CN(S(=O)(=O)c2cccc(C(=O)OC/C(O)=C(\C#N)c3nc4ccccc4[nH]3)c2)CC(C)O1 (stereo unspecified)	3	6	-0.081	8	1.5	-60	2	0	2.7
